# RSV CPE inhibition = RSV antiviral activity via CPE protection, HEp-2 cells, primary 10 µM value included (AID 2391); HEp-2 cells, RSV-induced CPE inhibition; higher % means a stronger effect; one-dose CPE inhibition, % at 10 µM; IC50 in µM for titrated hits; 310,000 compounds, 0.13% hits; in the data active = a potency from the dose series; inconclusive = CPE inhibition mostly from about 23% at the one dose, without a potency; inactive = the rest, 99 in 100 with CPE inhibition below about 21%; also: strong numbers were not always called active
# Ins promoter up = MIN6 insulin promoter up-regulation; MIN6 insulin promoter-GFP reporter, high-content imaging; hits give high values; z-score at 5 µM; 190,000 compounds, 0.3% hits;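 active = z-score above 3 at 5 µM with at least 500 cells counted in the well; inconclusive = wells under 500 cells, flagged as cytotoxic or low count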
# PMI inhibitors = MPI enzyme activity inhibition – biochemical, fluorescence intensity, coupled assay, primary screen (AID 1209); inhibition, % at 20 µM, or IC50 in µM where a hit was titrated; 190,000 compounds, 0.42% hits; purified PMI enzyme, coupled fluorescence intensity; higher % means a stronger effect;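 also: plate controls were DMSO vehicle for no effect and wells lacking substrate for full effect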
# ER stress rescue = rescue of cells from ER stress-induced death, primary screen, 384-well, CSM14.1, thapsigargin, ATP luminescence (AID 1222); one-dose cellular ATP content (survival), % at 20 µM; EC50 in µM for titrated hits; CSM14.1 thapsigargin-induced death rescue, ATP luminescence; higher % means a stronger effect; 190,000 tested, under 10 active;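 active = EC50 below 50 µM in the dose-response confirmation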;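 also: death triggered by thapsigargin at about 15 µM added after 2 h compound pretreatment; cell ATP read after overnight thapsigargin exposure of roughly 18 to 22 hours; normalized against plate controls of thapsigargin alone and 5% DMSO vehicle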
# TNAP activators = human TNAP enzyme activators, primary screen, biochemical, luminescent, no phosphate acceptor, uHTS (AID 1001); purified TNAP, luminescent activation assay, no phosphate acceptor; higher activation fold means a stronger effect; activation fold at 20 µM; hits with a dose series show EC50 in µM; 200,000 compounds, 0.03% hits; in the data active = activation fold from about 3, or a potency from the dose series; inactive = the rest, 99 in 100 with activation fold below about 1.6; also: many of its hits are not listed in these tables
# West Nile virus CPE = inhibition of WNV-induced cytopathic effect – cell-based, CPE readout (AID 1621) | West Nile virus-infected cells, CPE inhibition; higher % means a stronger effect | CPE inhibition, % at 10 µM; hits with a dose series show IC50 in µM | 290,000 compounds, 0.02% hits; in the data active = a potency from the dose series; inconclusive = CPE inhibition mostly from about 3.7% at the one dose, without a potency; inactive = the rest, 99 in 100 with CPE inhibition below about 2.2%; also: strong numbers were not always called active
# SV40 large T antigen = SV40 large T antigen inhibitors, biochemical (AID 1903); 310,000 compounds, 0.39% hits; SV40 large T antigen ATPase/helicase inhibition assay; higher % means a stronger effect; inhibition, % at 20 µM; hits with a dose series show IC50 in µM; in the data active = a potency from the dose series; inconclusive = inhibition mostly from about 32% at the one dose, without a potency; inactive = the rest, 99 in 100 with inhibition below about 32%; also: strong numbers were not always called active
# PhoP inhibition = inhibitors of PhoP regulon expression, primary screen, Salmonella Typhimurium, GFP reporter (AID 1863). 300,000 compounds, 0.16% hits. inhibition, % at 50 µM; hits with a dose series show IC50 in µM. S. Typhimurium PhoP-regulated promoter GFP reporter, 4 h; higher % means a stronger effect;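 active = inhibition over 29.93%, a cutoff 3 SD above the screen mean, later confirmed by dose response; inconclusive = inhibition over 29.93% but no dose response follow-up; inactive = inhibition at most 29.93% or unconfirmed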;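 also: 0% = low Mg2+ inducing control and 100% = high Mg2+ repressing control; strong numbers were not always called active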
# PMI inhibition = MPI inhibition at elevated mannose 6-phosphate – biochemical, fluorescence intensity, high mannose 6-phosphate, primary screen (AID 1220); recombinant PMI enzyme, coupled fluorescence intensity; higher % means a stronger effect; inhibition, % at 20 µM, or IC50 in µM where a hit was titrated; 190,000 compounds, 0.66% hits
# Ins promoter up cell count = also measured in Ins promoter up; calls as there; cell count; measured here: cytotoxicity, nuclei count;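 total cells summed across four imaged fields per well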
# The depositor's hits bear a star; ? = inconclusive; nt = no result given. Rule as the data show it, unless noted: active = inhibition above about 50%; inactive = the rest.
SMILES,RSV CPE inhibition,Ins promoter up,Ins promoter up cell count,PMI inhibitors,ER stress rescue,TNAP activators,West Nile virus CPE,SV40 large T antigen,PhoP inhibition,PMI inhibition
Cc1ccc(-c2csc(NC(=O)CCNC(=O)c3ccc(Cl)cc3)n2)cc1,-0.4%,-0.54,1501,10%,-0.3%,1,-0.5%,4%,-8%,8%
COCCn1c(=NC(=O)c2sc3ccccc3c2Cl)sc2cc(S(N)(=O)=O)ccc21,1.4%,-0.73,1211,21%,-3.4%,1.2,1.3%,4%,13%,8%
Cc1cc2cc(CNC(=O)C3CCCC3)ccc2n1C,-0.1%,-0.19,907,nt,nt,nt,-0.1%,10%,-2%,nt
Cc1ccc(/C=C2\SC(=S)N(/N=C/c3cc([N+](=O)[O-])ccc3O)C2=O)o1,5.8%,-0.26,953,-30%,-5.1%,0.6,-0.5%,?,0%,-58%
Cc1ccc(NC(=O)CSc2nnc(NC(=O)C3CC3)s2)cc1,0.9%,nt,nt,nt,nt,nt,0.0%,32%,-3%,nt
CCCOc1ccc(Cc2c(COCC)[nH]c(=S)[nH]c2=O)cc1,nt,nt,nt,6%,0.6%,1.1,0.5%,20%,-1%,-8%
CCCCNc1nc2ccccc2nc1NS(=O)(=O)c1cccs1,2.9%,-0.64,1512,-4%,1.6%,1.1,0.9%,10%,1%,-2%
Cn1cc([N+](=O)[O-])c(C(=O)NCc2cc3cc(Cl)ccc3[nH]2)n1,9.8%,-0.76,1174,-1%,0.6%,1.1,-1.2%,15%,3%,0%
Cc1ccc(N/N=C/c2ccc(N3CCOCC3)cc2)cc1C,-1.3%,-0.43,1575,-18%,1.5%,1,0.0%,15%,7%,-104%
CC1CCc2c(C(=O)Nc3nccs3)csc2C1 (centres undefined),3.3%,0.31,1436,12%,-1.3%,1.1,1.1%,-4%,12%,8%
O=C(COC(=O)C1C2CC3OC(=O)C1C3C2)Nc1ccc(Cl)cc1 (centres undefined),2.9%,nt,nt,nt,nt,nt,0.4%,1%,12%,nt
O=C(CCCSc1nnc(SCCCC(=O)c2ccc(F)cc2)s1)c1ccc(F)cc1,0.0%,0.73,1572,4%,2.2%,1,-0.6%,11%,6%,4%
CCCCCOC(=O)Nc1ccc(S(=O)(=O)Nc2cccc([N+](=O)[O-])c2)cc1,5.5%,-0.17,1425,11%,-1.6%,1.3,3.3%,6%,-1%,7%
COc1ccc(C(=O)N2CCC(CCC(=O)Nc3cccc(C)c3)CC2)cc1,2.4%,nt,nt,nt,nt,nt,-0.2%,8%,4%,nt
Cc1ccc(Sc2nc([N+](=O)[O-])nn2C)cc1,2.3%,0.1,1441,10%,0.1%,1.2,-0.7%,11%,2%,10%
CCN(CC)CCOCCOc1ccc(Cl)c2ccccc12,-0.3%,-0.13,1378,2%,0.0%,1.1,0.5%,-5%,10%,6%
COC(=O)c1[nH]c2ccccc2c1CN1CCOCC1,0.3%,nt,nt,nt,nt,nt,-0.5%,-1%,10%,nt
Cc1c(/C=N\NC(=O)c2c[nH]c3ccccc23)cnn1C,1.0%,0.8,1618,5%,-2.4%,1.1,0.1%,8%,-4%,6%
CCc1ccc(C2C(C#N)=C(N)N(N(C)C)C3=C2C(=O)CCC3)cc1 (centres undefined),0.4%,nt,nt,nt,nt,nt,-0.9%,5%,0%,nt
CCN1C(=O)c2n[nH]c(C(=O)OC)c2C1=O,2.5%,-0.27,1207,-5%,-0.2%,1.1,0.0%,9%,-18%,-10%
CCCn1c(N2CCN(C(=O)Nc3ccc(Cl)cc3)CC2)nc2ccccc21,0.8%,-0.75,1239,3%,1.7%,1.1,-0.7%,nt,nt,-2%
COc1cc(/C=N/NC(=O)c2cc[n+]([O-])cc2)cc(OC)c1OC,1.6%,nt,nt,nt,nt,nt,1.4%,8%,7%,nt
Cc1cc(C)cc(N(C(=O)CCC(=O)Nc2cc(C)on2)C(C(=O)NC2CCCC2)c2ccco2)c1 (centres undefined),0.2%,-0.45,1426,0%,3.7%,1,-0.7%,-1%,4%,-4%
CN1[C@@H]2CC[C@H]1CC(OC(=O)[C@H](CO)c1ccccc1)C2 (some centres undefined),-1.4%,nt,nt,nt,nt,nt,-0.2%,18%,-7%,nt
O=C(c1ccccc1F)N1CCN(C(=O)C(c2ccccc2)c2ccccc2)CC1,1.1%,nt,nt,nt,nt,nt,-0.6%,7%,0%,nt
O=C(Cn1c2ccc(F)cc2c2nc3n(c(=O)c21)CCS3)Nc1ccc(Cl)cc1F,0.6%,1.3,1685,4%,-1.1%,1.1,-1.5%,13%,-2%,-7%
Cc1ccnc(N2C(=O)OC(C)(C)C2(C)O)c1 (centres undefined),-0.8%,1.2,1266,3%,-2.5%,1,0.1%,9%,-6%,-4%
Cc1ccc(N(CCC#N)C(=O)CN2C(=O)NC(Cc3ccccc3)C2=O)cc1 (centres undefined),-0.1%,0.06,1501,4%,1.3%,1.1,-0.5%,10%,0%,14%
COc1cccc(NCCC(=O)c2cccc([N+](=O)[O-])c2)c1,-0.6%,-0.59,1429,46%,-0.2%,1,-0.2%,16%,2%,62%*
CC(C)CNC(=O)c1ccccc1SCC(=O)NC12CC3CC(CC(C3)C1)C2,1.5%,-0.45,1375,2%,4.8%,1,-1.4%,-8%,-10%,-1%
CCOC(=O)c1c(CN2CCCCC2C)oc2ccc(OC)cc12 (centres undefined),-2.4%,-1.1,976,-1%,-0.4%,1.1,-0.3%,4%,4%,-1%
Cc1cccc(NCC(=O)N/N=C\c2ccccn2)c1,4.4%,0.53,1448,10%,-0.8%,1.1,0.1%,9%,-3%,19%
CCCCOC(=O)Cn1c(=O)c2c(nc3n2CCCCN3c2ccc(C)cc2)n(C)c1=O,1.5%,-0.08,1062,12%,2.0%,1.1,0.4%,12%,4%,10%
CCS(=O)(=O)N1CCN(c2ccc([N+](=O)[O-])c(NCc3cccnc3)c2)CC1,-1.0%,-1.5,1465,6%,3.3%,0.9,0.5%,-2%,-2%,12%
COc1ccc(N(CC(=O)NCc2cccs2)S(=O)(=O)c2cccnc2)cc1,0.5%,0.24,1132,-7%,-0.8%,1.1,-0.2%,6%,1%,0%
Cc1ccc(S(=O)(=O)N(C)C)cc1NC(=O)C1CCCCC1,1.1%,0.17,1579,nt,nt,nt,-0.7%,11%,-10%,nt
CS(=O)(=O)N(CCc1ccccc1)CC(N)=O,1.1%,0.17,1379,6%,2.3%,1,0.2%,9%,-2%,5%
COc1ccccc1C1NC(=O)NC(C)=C1C(=O)OC1CCCCC1 (centres undefined),-0.7%,1.3,1057,-4%,-1.9%,1.1,-0.2%,1%,-4%,0%
CCOc1ccc(/C=N/NS(=O)(=O)c2ccc(C)cc2)cc1OC,4.0%,nt,nt,nt,nt,nt,-0.1%,13%,-2%,nt
O=C(CCn1c(=O)sc2ccccc21)NCc1ccco1,-0.5%,0.09,1277,0%,0.9%,1.1,-0.1%,0%,3%,-6%
O=C(CCSCc1cccc(F)c1)NCc1ccc(F)cc1,0.4%,nt,nt,nt,nt,nt,-1.0%,8%,1%,nt
CCOCC(=O)Nc1ccc(-c2cn3cccnc3n2)cc1,1.2%,-0.63,1486,-2%,-1.2%,1.1,0.4%,-2%,24%,-1%
Cc1ccc(C(=O)CCC(=O)Nc2ccc(Cl)c(S(=O)(=O)Nc3cccc(Cl)c3)c2)cc1,3.3%,nt,nt,11%,-1.6%,1,-1.4%,4%,8%,-8%
O=C(CCS(=O)(=O)c1ccc2c(c1)NC(=O)CO2)NCCc1ccccc1,0.3%,nt,nt,nt,nt,nt,0.0%,5%,6%,nt
CSc1ccccc1OCc1cc(C(=O)N(C)Cc2c(C)n[nH]c2C)no1,11%,nt,nt,nt,nt,nt,-0.4%,27%,-5%,nt
COc1ccc(OC)c(NC(=O)c2ccc(S(=O)(=O)N3CCN(C)CC3)cc2)c1,0.6%,2.5,1440,-7%,-1.6%,1.1,0.0%,9%,-3%,7%
CSc1nnc(C)c(=O)n1COC(=O)COc1ccccc1,1.1%,0.66,1316,7%,12%,1,0.2%,22%,-11%,9%
C/C(CC(=O)Nc1ccc(C)cc1C)=N\NC(=O)C(C)C,1.1%,0.62,1392,2%,3.8%,1.1,-0.2%,13%,-4%,-4%
COC(=O)c1cc(NC(=O)Cc2ccc(OC)c(OC)c2)cc(C(=O)OC)c1,1.3%,-0.51,1276,21%,-1.5%,1.2,0.1%,-8%,-9%,41%
Cc1ccc(C(=O)N/N=C\c2ccc(OC(=O)c3cccs3)cc2)cn1,-0.7%,-0.16,1543,6%,-2.9%,1.1,0.2%,-1%,16%,2%
# Additional structures
SMILES,RSV CPE inhibition,Ins promoter up,Ins promoter up cell count,PMI inhibitors,ER stress rescue,TNAP activators,West Nile virus CPE,SV40 large T antigen,PhoP inhibition,PMI inhibition
CCCc1cc2c(=O)n(NC(=O)c3nn(C)cc3[N+](=O)[O-])c(C)nc2s1,0.5%,0.51,1296,-4%,-3.4%,1.2,2.6%,15%,-2%,4%
COc1ccc(OCCCCN2CCC(C)CC2)cc1,-0.3%,nt,nt,nt,nt,nt,0.0%,6%,-10%,nt
CN(C)c1nc(SCCOC(=O)c2ccccc2)nc(N(C)C)n1,0.5%,nt,nt,3%,nt,1.1,0.1%,-3%,-5%,5%
O=C(COC(=O)c1ccccc1NC(=O)c1ccco1)NC1CCCCC1,1.7%,0.25,928,-8%,-3.0%,1.1,-0.3%,-1%,-4%,-11%
CC(=O)CCc1oc2ccc(C)cc2c1Cc1ccccc1,6.2%,nt,nt,nt,nt,nt,-0.5%,11%,-3%,nt
Cc1ccc(O)c(C(=O)c2cc(C#N)c(=O)n(CC3CCCO3)c2)c1 (centres undefined),0.6%,-0.17,1584,3%,-2.1%,1.1,-0.3%,2%,0%,-1%
Cc1cccc(N2CCN(C(=O)Cn3c(=O)[nH]c4ccsc4c3=O)CC2C)c1 (centres undefined),1.6%,-0.64,993,-4%,1.5%,1.1,0.3%,-4%,1%,-4%
O=C(c1ccco1)N1CCN(C(=O)c2cc3c(s2)-c2ccccc2OC3)CC1,1.2%,-1.5,1340,4%,nt,1.1,0.1%,-2%,5%,-14%
O=C(CCn1c(=O)oc2ccccc21)NCCN1CCOCC1,2.8%,1.3,586,nt,nt,nt,0.1%,8%,1%,nt
COCC1CCN(Cc2cn[nH]c2-c2ccc(OC)cc2F)C1 (centres undefined),1.1%,-0.34,1019,nt,1.7%,0.3,-0.4%,-5%,-3%,nt
COC(=O)c1sc(SC)c(S(=O)(=O)C(C)C)c1N/N=C(\C#N)C(=O)c1ccccc1,1.6%,nt,nt,nt,nt,nt,0.8%,7%,-4%,nt

# Printed as active in PMI inhibition, among the entries above:
SMILES	RSV CPE inhibition	PMI inhibitors	TNAP activators	West Nile virus CPE	SV40 large T antigen	PhoP inhibition	PMI inhibition
COc1cccc(NCCC(=O)c2cccc([N+](=O)[O-])c2)c1	-0.6%	46%	1	-0.2%	16%	2%	62%*
